VIM-2 inhibitor: blocks Pseudomonas aeruginosa VIM-2 metallo-beta-lactamase | purified VIM-2, nitrocefin hydrolysis, epi-absorbance fluorescence | inhibition, % at 5.6 µM | 290,000 compounds, 0.89% hits;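 active = inhibition above the mean of all tested compounds plus 3 SD, cutoff set per screening run, cut at about 7.5% in these data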;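 also: red hydrolysis product quenches plate fluorescence so inhibitors raise well fluorescence; 0% = enzyme with DMSO and 100% = DMSO without enzyme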
IDE cell activ: activators of human insulin-degrading enzyme in cells; P14735; HEK cells, FAbeta-B cleavage, fluorescence polarization; 0% vehicle, 100% cell-free pure enzyme wells; activation, % at 5.96 µM; 340,000 compounds, 0.073% hits;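 active = activation above the mean of all tested compounds plus 3 SD, set per screening campaign, cut at about 17% in these data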
SUMO HTRF inh: inhibitors of human SUMOylation (UBC9); P63279; 290,000 compounds, 0.36% hits; HTRF SUMOylation assay, SAE1/SAE2 + UBC9, in vitro; inhibition, % at 35 µM; in the data active = inhibition above about 50%, passing the limit was not always enough; also: strong numbers were not always called active
Target sequence (P63279 whole entry, looked up): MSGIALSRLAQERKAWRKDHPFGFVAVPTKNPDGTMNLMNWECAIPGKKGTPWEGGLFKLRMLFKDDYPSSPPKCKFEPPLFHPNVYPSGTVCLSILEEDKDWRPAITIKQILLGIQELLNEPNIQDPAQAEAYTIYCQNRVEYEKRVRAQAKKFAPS
p-CIP stab down: lowers stability of the mouse p/CIP coactivator protein | Q05BA5 | F442A p/CIP-EGFP cells, EGFP fluorescence, 16 h | decrease of EGFP signal, % at 10 µM | 290,000 compounds, 0.01% hits | AID 1984;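 active = EGFP signal decrease of at least 30% at 10 µM or well 3 SD below plate mean, unless failing retest; inactive = the rest, including hits failing retest or dose response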; also: some compounds called inactive have numbers as strong as hits; many of its hits are not listed in these tables
M18AAP inhibitor: PfM18AAP enzyme inhibition | 290,000 compounds, 1.2% hits | inhibition, % at 7.35 µM | AID 1822 | recombinant PfM18AAP, H-Glu-NHMec fluorogenic cleavage;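 active = inhibition above the campaign mean inhibition over all tested compounds plus 3 SD, cut at about 28% in these data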;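 also: 0% = plate median of test compound wells and 100% = 2 mM ZnCl2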
HCV NS3 hel inh: HCV NS3 helicase inhibition; NS3 helicase DNA unwinding, Cy5 molecular beacon fluorescence; AID 1800; inhibition, % at 10.9 µM; 290,000 compounds, 0.56% hits;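 active = inhibition above the mean of all tested compounds plus 3 SD, set per campaign, cut at about 35% in these data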;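 also: 0% = DMSO wells and 100% = thioflavine S control wells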
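System: NS3 helicase fragment of HCV / Schedule: 1 h at 25 °C / Control set: DMSO alone as 0% and 110 µM thioflavine S as 100% / Reagent: Cy5/quencher beacon DNA duplex and ATP to start / Technique: Cy5 fluorescence / Replication: singlicate / Evaluation: % inhibition of end-to-start signal ratio versus controls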
IDE cell inh: inhibitors of human insulin-degrading enzyme in cells. P14735. HEK cells, FAbetaB cleavage, fluorescence polarization. 320,000 compounds, 0.41% hits. inhibition, % at 5.59 µM. AID 434962;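 active = percent inhibition above the average of all tested compounds plus 3 SD, set per screening campaign, cut at about 16% in these data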;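 also: IDE supplied by intact live HEK cells; FP after avidin binding of uncleaved biotin substrate so inhibition keeps polarization high; 0% = DMSO wells and 100% = 60 µM reference IDE inhibitor Ii1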
DNA FID counter: displaces DNA intercalator in HCV helicase counter-screen | DNA fluorescent intercalator displacement, fluorescence | inhibition, % at 7.9 µM | 290,000 compounds, 0.17% hits; in the data active = inhibition above about 37%;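 also: 0% = vehicle and 100% = reference compound; higher means more ethidium bromide displaced from hairpin DNA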
IMP-1 inh: blocks Pseudomonas aeruginosa IMP-1 metallo-beta-lactamase. 290,000 compounds, 0.45% hits. inhibition, % at 5.6 µM. purified IMP-1, nitrocefin hydrolysis, epi-absorbance fluorescence. AID 1556;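 active = inhibition above the mean plus 3 SD of all compounds in the same screening run, cut at about 4.5% in these data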;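 also: 0% = IMP-1 with DMSO and 100% = DMSO wells lacking enzyme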
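Assay system: purified recombinant IMP-1 beta-lactamase. Input: IMP-1 0.2 nM before substrate addition. Buffer or medium: Zinc- and detergent-supplemented HEPES buffer, pH 7.1. Schedule: 25 °C, 15 min preincubation, 25 min reaction. Signal: Epi-absorbance fluorescence, 480 nm excitation, 530 nm emission. Evaluation: percent inhibition from optical density relative to buffer-blank wells.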
Starred values were filed as active, the others as inactive; nt = no result given. The order is random. About 3.6% of those tested had a hit in this group.

no.	Molecule	VIM-2 inhibitor	IDE cell activ	SUMO HTRF inh	p-CIP stab down	M18AAP inhibitor
1	Nc1ccc(N2CCCCC2)c2nonc12	-3.6	-2.8	101.6	4.5	16.5
2	Cc1sc2nc(SCC(=O)N3CCN(CCO)CC3)n(-c3ccccc3)c(=O)c2c1C	23.6*	-4.8	27.9	-20.7	0.5
3	COc1cc(C(=O)N(CCc2ccccc2)C2=CC3CCC(C2)N3C)cc(OC)c1OC (stereo unspecified)	-2.5	0.7	-12.8	-48.4	-16.3
4	O=C(CCCCCBr)N1CCC(CC2CC(c3cccc(Br)c3)=NO2)(C(=O)NCC2CCCCC2)CC1 (stereo unspecified)	-1.6	2.1	-9.1	-5.7	0.2
5	COC(=O)c1sc(Nc2ccccc2)nc1C	-3.1	0.7	24.8	-10.4	-2.0
6	Cc1oc2c(C)c(O)ccc2c(=O)c1-c1nncn1-c1ccccc1	-2.4	0.5	6.2	-13.3	0.2
7	O=C(Nc1ccccc1[N+](=O)[O-])c1ccc(S(=O)(=O)N2CCCC2)cc1	-1.5	-0.7	16.0	-18.2	-3.3
8	CCOc1ccccc1N1CC(C(=O)NCCc2ccc(S(N)(=O)=O)cc2)CC1=O (stereo unspecified)	-0.9	-0.7	15.4	-7.7	3.3
9	CNC(=S)Nc1cccc2[nH]ncc12	0.8	6.3	4.7	-7.4	-3.0
10	COC(=O)COc1ccc(S(=O)(=O)N2CCc3ccccc3C2)cc1C	-2.8	0.0	-13.0	-3.8	-0.2
11	COc1ccc(N2CC(C(=O)NC3CC(C)(C)NC(C)(C)C3)CC2=O)cc1 (stereo unspecified)	-5.0	2.9	2.1	3.4	4.3
12	CCCN1C(=O)/C(=C/c2ccncc2)SC1=S	-0.8	-0.1	7.6	-10.4	-7.0
13	CCOc1ccc(C(=O)Nc2cc(OC)ccc2OC)cc1	-1.8	0.0	-4.9	-3.7	1.0
14	CCCC(=O)Nc1cccc(-c2cn3cccnc3n2)c1	1.8	7.3	2.8	13.3	-18.5
15	COc1ccc(NC(=O)C2=C(C)C(=O)OC23CCC(C)CC3)cc1Cl (stereo unspecified)	-5.7	2.6	-8.7	-1.7	-8.2

no.	HCV NS3 hel inh	IDE cell inh	DNA FID counter	IMP-1 inh
1	2.0	1.6	0.0	-0.9
2	-25.9	0.2	10.2	-1.4
3	-6.7	-6.9	9.6	-1.2
4	-31.4	3.4	-27.4	-2.9
5	-7.5	0.6	-4.2	-2.7
6	13.8	6.0	-6.3	-0.6
7	-0.9	-10.2	-15.2	1.0
8	-0.2	1.3	-7.9	-3.4
9	11.7	3.7	2.7	0.0
10	3.1	-4.4	-19.4	-3.9
11	5.2	-0.7	0.9	-4.9
12	0.0	2.9	0.2	-2.5
13	7.0	-1.7	-21.4	-2.6
14	-7.5	2.1	1.4	0.7
15	-13.1	-1.1	-14.9	-1.1

A second format for some results above:
nr | Compound | VIM-2 inhibitor | IDE cell activ | SUMO HTRF inh | p-CIP stab down | M18AAP inhibitor | HCV NS3 hel inh | IDE cell inh | DNA FID counter | IMP-1 inh
5 | COC(=O)c1sc(Nc2ccccc2)nc1C | -3.1 | 0.7 | 24.8 | -10.4 | -2.0 | -7.5 | 0.6 | -4.2 | -2.7
6 | Cc1oc2c(C)c(O)ccc2c(=O)c1-c1nncn1-c1ccccc1 | -2.4 | 0.5 | 6.2 | -13.3 | 0.2 | 13.8 | 6.0 | -6.3 | -0.6
7 | O=C(Nc1ccccc1[N+](=O)[O-])c1ccc(S(=O)(=O)N2CCCC2)cc1 | -1.5 | -0.7 | 16.0 | -18.2 | -3.3 | -0.9 | -10.2 | -15.2 | 1.0
8 | CCOc1ccccc1N1CC(C(=O)NCCc2ccc(S(N)(=O)=O)cc2)CC1=O (stereo unspecified) | -0.9 | -0.7 | 15.4 | -7.7 | 3.3 | -0.2 | 1.3 | -7.9 | -3.4
9 | CNC(=S)Nc1cccc2[nH]ncc12 | 0.8 | 6.3 | 4.7 | -7.4 | -3.0 | 11.7 | 3.7 | 2.7 | 0.0
10 | COC(=O)COc1ccc(S(=O)(=O)N2CCc3ccccc3C2)cc1C | -2.8 | 0.0 | -13.0 | -3.8 | -0.2 | 3.1 | -4.4 | -19.4 | -3.9
11 | COc1ccc(N2CC(C(=O)NC3CC(C)(C)NC(C)(C)C3)CC2=O)cc1 (stereo unspecified) | -5.0 | 2.9 | 2.1 | 3.4 | 4.3 | 5.2 | -0.7 | 0.9 | -4.9
12 | CCCN1C(=O)/C(=C/c2ccncc2)SC1=S | -0.8 | -0.1 | 7.6 | -10.4 | -7.0 | 0.0 | 2.9 | 0.2 | -2.5
13 | CCOc1ccc(C(=O)Nc2cc(OC)ccc2OC)cc1 | -1.8 | 0.0 | -4.9 | -3.7 | 1.0 | 7.0 | -1.7 | -21.4 | -2.6
14 | CCCC(=O)Nc1cccc(-c2cn3cccnc3n2)c1 | 1.8 | 7.3 | 2.8 | 13.3 | -18.5 | -7.5 | 2.1 | 1.4 | 0.7
15 | COc1ccc(NC(=O)C2=C(C)C(=O)OC23CCC(C)CC3)cc1Cl (stereo unspecified) | -5.7 | 2.6 | -8.7 | -1.7 | -8.2 | -13.1 | -1.1 | -14.9 | -1.1

Next part
no.	Molecule	VIM-2 inhibitor	IDE cell activ	SUMO HTRF inh	p-CIP stab down	M18AAP inhibitor
16	CC(C(=O)N1c2ccccc2Sc2ccccc21)n1nnc(-c2cccs2)n1 (stereo unspecified)	-0.3	3.7	2.0	-33.1	-10.1
17	Fc1cc(F)c2nc(Nc3nc4cc5c(cc4s3)OCO5)sc2c1	-0.2	3.7	32.9	1.3	-13.8
18	CC(NC(=O)[C@H](C)N1C(=O)N2CCc3c([nH]c4ccccc34)[C@@]2(C)C1=O)c1ccccc1 (stereo partly specified)	-2.8	0.8	-3.4	-12.5	-14.2
19	CCOc1cc(-c2cc(-c3ccc(C)o3)nc(N)c2C#N)ccc1O	2.4	-0.5	-0.6	1.0	-7.4
20	C/C(N)=C(/C#N)C(=O)CSc1nc(-c2ccccc2)c(-c2ccccc2)o1	1.4	2.0	13.5	-14.4	26.4
21	O=C(C1CCCN(Cc2ccccc2F)C1)N1CCc2ccccc2C1 (stereo unspecified)	-0.2	nt	14.1	2.4	8.9
22	NS(=O)(=O)c1ccc(N=Cc2c(O)n(-c3nccs3)c(=O)c3ccccc23)cc1	0.1	3.1	31.6	2.3	-3.0
23	CC1(C)CC(=O)C(CCCN2C(=O)c3ccccc3C2=O)C(=O)C1	-2.0	-7.2	8.4	-7.3	-4.9
24	COc1ccc(OC)c(C(C)NC(=S)Nc2ccc(S(=O)(=O)Nc3ncccn3)cc2)c1 (stereo unspecified)	-1.3	1.4	13.9	-11.1	-0.1
25	CC(C)CN(c1ccccc1)S(=O)(=O)c1nnc(NC(=O)c2ccco2)s1	-2.8	9.4	19.7	-7.4	3.3
26	CCCc1nnc(NC(=O)CCC(=O)N2CCCCCC2)s1	-1.1	3.1	11.0	7.7	-7.2
27	CN(CCOC(=O)c1ccc2c(c1)OCCO2)C(C)(C)C	1.0	5.8	0.1	-45.4	2.0
28	O=C(Cn1cc2c(n1)CCCCC2)NC1CCCCCC1	2.3	9.7	-4.1	-2.5	16.8

no.	HCV NS3 hel inh	IDE cell inh	DNA FID counter	IMP-1 inh
16	1.3	-5.6	-5.2	-2.5
17	5.1	0.1	4.0	-1.0
18	-8.9	4.5	-36.0	-2.9
19	-2.3	1.9	-15.8	-1.3
20	0.1	4.4	-2.4	3.5
21	-9.7	2.5	10.9	1.2
22	-3.2	4.3	-6.7	-2.0
23	-9.1	6.2	-11.8	-1.5
24	4.4	4.5	-59.4	-3.5
25	8.4	-0.6	-42.6	-1.2
26	-9.1	1.8	-15.7	-1.6
27	1.6	6.1	-0.1	-2.8
28	1.5	1.8	-5.6	0.2

Source: PubChem BioAssay (several laboratories)
